Screening results deposited in PubChem BioAssay by National Center for Advancing Translational Sciences (NCATS).
BAZ2B block = inhibitors of human BAZ2B bromodomain; AID 504333; Q9UIF8; AlphaScreen BAZ2B-H3K14Ac peptide displacement; 4.4% of 360,000 active; Potency, µM (doses to about 114 µM), inactives show at the highest dose activity change, negative = inhibition, most hits filed as inhibitors; note: potency is the fitted concentration of half-maximal effect; % is set by controls: 0 for no effect and ±100 for the full control effect; nearly all actives have a fitted effect of over 60% in size
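Protein-peptide AlphaScreen: BAZ2B 50 nM, b-H3K14Ac 50 nM, 1x PBS pH 7.4 + 0.01% Tween-20. Preincubation 30 min RT; cpd 30 min RT (top 110 uM); beads 20 min RT, light-protected.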
ERG Ets-DNA blk = blocks human ERG Ets domain binding to DNA | fluorescence polarization, His-ERG Ets domain / labelled DNA | Potency, µM (doses to about 76.9 µM), inactives show at the top dose FP activity, negative = inhibition, hits mostly inhibitors | 0.028% of 370,000 active | AID 624246; active = well fitted inhibition curve with a large enough effect in the polarisation, with a control signal flat; inconclusive = small, poorly fitted or top-dose-only effect, or effect the other way, or a change in a side signal; inactive = no such curve, though single readings can be large or run the other way; the % refers to the polarisation;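 note: polarization taken with two DNA probes labelled with fluorescein and Texas red; potency is the fitted concentration of half-maximal effect; % of control where 0% means no effect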
Target sequence (P11308 whole entry, looked up, the tested form may be a part): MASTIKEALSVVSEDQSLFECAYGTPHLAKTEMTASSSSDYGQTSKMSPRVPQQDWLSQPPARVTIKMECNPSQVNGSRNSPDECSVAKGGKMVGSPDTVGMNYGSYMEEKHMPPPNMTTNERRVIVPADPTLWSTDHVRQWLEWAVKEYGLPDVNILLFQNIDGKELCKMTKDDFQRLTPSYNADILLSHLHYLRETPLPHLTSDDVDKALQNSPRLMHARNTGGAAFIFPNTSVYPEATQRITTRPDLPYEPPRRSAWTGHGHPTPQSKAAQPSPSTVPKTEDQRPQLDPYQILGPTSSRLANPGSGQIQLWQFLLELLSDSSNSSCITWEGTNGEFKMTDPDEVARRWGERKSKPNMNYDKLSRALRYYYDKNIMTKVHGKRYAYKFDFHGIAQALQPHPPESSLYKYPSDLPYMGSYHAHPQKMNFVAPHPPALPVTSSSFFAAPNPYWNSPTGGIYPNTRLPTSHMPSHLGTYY
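His-tagged ERG Ets domain (1 uM in the protein solution; 300mM KCl, 50mM Tris-HCl, 1mM EDTA, 1mM DTT, pH 7.5) received compound, then a probe mix of 5 nM fluorescein-DNA and 100nM Texas-615-DNA. Fluorescence polarization was read for both dyes.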
HP1b chromo inh = HP1-beta chromodomain-methylated histone interaction inhibition; AlphaScreen HP1-beta / biotin-H3K9me3 peptide binding; Potency, µM (top dose mostly 114 µM), for inactives: at the highest dose activity change, negative = inhibition, hits mostly inhibitors; 0.56% of 390,000 active; AID 540317; note: potency is the fitted concentration of half-maximal effect; nearly all actives have a fitted effect of over 70% in size; inactives centre near 23
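Compound inhibition of the preformed complex between 50 nM HP1-beta and 50 nM biotinylated H3K9me3 peptide was read by AlphaScreen. Buffer was PBS pH 7.4 with 0.01% Tween-20. Incubations ran 30 min at room temperature, with 10 ug/mL donor/acceptor beads.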
Pin1 inh = human Pin1 inhibition | Pin1 FP peptide displacement, HiFluor488, 10 min | 0.009% of 390,000 active | Potency, µM (titrated, usually from 115 µM), for the others: at the highest dose activity, negative = inhibition, hits mostly inhibitors | Q13526; active = well fitted inhibition curve with a large enough effect in the polarisation, with a control signal flat, not every such curve was filed as active; inconclusive = small, poorly fitted or top-dose-only effect, or effect the other way, or a change in a side signal; inactive = no such curve, though single readings can be large or run the other way; the % refers to the polarisation; note: potency is the fitted concentration of half-maximal effect; % is set by controls: 0 for no effect and ±100 for the full control effect
Target sequence (Q13526 whole entry, looked up): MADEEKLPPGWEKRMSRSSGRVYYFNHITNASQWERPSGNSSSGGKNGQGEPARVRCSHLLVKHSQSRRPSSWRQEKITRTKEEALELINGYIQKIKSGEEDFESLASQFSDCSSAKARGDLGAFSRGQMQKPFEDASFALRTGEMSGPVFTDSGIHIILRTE
G9a block = G9a (human) methyltransferase inhibition; AID 504332; Q96KQ7; Potency, µM (doses to about 102 µM), without a hit: at the top dose activity, negative = inhibition, actives largely listed as inhibitors; G9a H3K9 monomethylation, AlphaScreen, 2 h; 8.8% of 350,000 active; note: potency is the fitted concentration of half-maximal effect; % is set by controls: 0 for no effect and ±100 for the full control effect; nearly all actives have a fitted effect of over 75% in size
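Enzyme 20 nM + cpd, 15 min RT; add b-H3K9 pep 500 nM / SAM 20 uM; 2 h RT; anti-H3K9me1 Ab 0.5 ug/mL + SA donor / anti-rabbit acceptor beads 20 ug/mL each, 10 min; AlphaScreen read.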
Tb PGK inh = inhibitors of T. brucei phosphoglycerate kinase | 0.043% of 380,000 active | PGK/GAPDH coupled, Kinase-Glo luminescence, 60 min | AID 602233 | Potency, µM (doses to about 57.5 µM), without a hit: at the highest dose activity change, negative = inhibition, actives largely listed as inhibitors; note: potency is the fitted concentration of half-maximal effect; % is set by controls: 0 for no effect and ±100 for the full control effect; nearly all actives have a fitted effect of over 60% in size
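Luminescent ATP detection (Kinase-Glo Plus) follows a 60-minute room-temperature incubation, with wells lacking PGK as controls. Buffer: 100 mM TEA (pH 7.6), 5 mM MgCl2, 0.01% Tween-20. Coupling enzyme GAPDH (100 nM final) supplies unstable 1,3-BPG in-well.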
JMJD2A Tudor inh = blocks the human JMJD2A Tudor domain | AlphaScreen JMJD2A-Tudor / H3K4me3 peptide binding | Potency, µM (top dose mostly 114 µM), inactives show at the highest dose activity change, negative = inhibition, most hits filed as inhibitors | 4.4% of 390,000 active; note: potency is the fitted concentration of half-maximal effect; % is set by controls: 0 for no effect and ±100 for the full control effect; nearly all actives have a fitted effect of over 50% in size
GLS inhibitor = inhibitors of human glutaminase (GLS). O94925. GLS enzymatic activity, qHTS titration. Potency, µM (highest dose often 45.5 µM), for inactives: top-dose activity change, negative = inhibition, most hits filed as inhibitors. 0.21% of 410,000 active. AID 624170; note: potency is the fitted concentration of half-maximal effect; % is set by controls: 0 for no effect and ±100 for the full control effect
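hKGA in 45 mM KH2PO4 (pH 8.2), 0.02% Tween-20 with compound, then 1mM L-Glutamine (stock as added) plus glutamate oxidase/HRP/Amplex red coupling mix. Fluorescence read initially and after 30 min at RT; signal change reflects glutamate formation.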
PI4K2A inh = PI4K2A (human) kinase inhibition | Q9BTU6 | purified PI4K2A, ADP-Glo luminescence, 1 h; active compounds read low | activity change, negative = inhibition, % at 76.9 µM | 0.13% of 420,000 active; in the data active = activity change below about -50%; inconclusive = mostly about -30% to -49%;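 note: -100% = wells without enzyme as full effect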
Target sequence (Q9BTU6 whole entry, looked up): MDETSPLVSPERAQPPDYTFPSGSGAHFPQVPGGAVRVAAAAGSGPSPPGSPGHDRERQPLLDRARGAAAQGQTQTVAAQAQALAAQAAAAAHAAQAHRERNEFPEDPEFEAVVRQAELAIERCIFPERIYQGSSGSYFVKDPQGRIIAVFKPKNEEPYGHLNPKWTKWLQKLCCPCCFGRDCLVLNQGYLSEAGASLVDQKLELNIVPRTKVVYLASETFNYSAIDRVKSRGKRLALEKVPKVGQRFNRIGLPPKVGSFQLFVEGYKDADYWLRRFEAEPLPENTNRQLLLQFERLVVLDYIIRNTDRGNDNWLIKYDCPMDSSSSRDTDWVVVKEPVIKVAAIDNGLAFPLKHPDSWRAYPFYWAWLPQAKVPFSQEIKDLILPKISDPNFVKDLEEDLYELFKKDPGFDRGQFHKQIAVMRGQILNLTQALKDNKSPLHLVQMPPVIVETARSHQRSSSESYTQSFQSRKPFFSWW
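In this quantitative HTS, ADP production by PI4K2A was quantified luminescently after 1 h at ambient temperature; 100 microM adenosine served as plate-quality control.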
Numbers without * were called inactive; i = inactive; u = inconclusive; x = no result given; [ ] = remark or other dose. Unless noted, calls come from the whole dose curve; as a rule, active = well fitted curve in the direction sought with a large enough effect; inconclusive = small, poorly fitted or top-dose-only effect, or another doubt; inactive = no such curve, though single readings can be large; an effect the other way counts as inactive or inconclusive.

SMILES	BAZ2B block	ERG Ets-DNA blk	HP1b chromo inh	Pin1 inh	G9a block	Tb PGK inh	JMJD2A Tudor inh	GLS inhibitor	PI4K2A inh
CCOC(=O)CN(C#N)c1nc(N(C)C)nc(N(C)C)n1	-3%	-5%	26%	0%	-42%	-8%	-6%	-15%	0
O=C(Cc1cccc2ccccc12)Nc1nc2ccccc2[nH]1	2%	-4%	39%[activator]	-4%	18%[12.7 µM]	i	-24%	2%	8
Cc1c(C)c2c(OCC(=O)NCCCO)cc3c(c2oc1=O)CCC(C)(C)O3	-1%	13%	16%	27%	18%	-3%	-13%	-6%	-4
COc1ccccc1C1CCN(Cc2ccc(C)cc2)CC1	-16%	32µM*	7%	-8%	-8%	i	-12%	1%	-1
Cc1cccn2c(=O)nc(SCC(=O)N3CC(C)OC(C)C3)nc12 (centres undefined)	12%	0%	30%	5%	-6%	-8%	-14%	-2%	-2
COc1ccc2nc(N3CCN(C(=O)c4ccc5ncsc5c4)CC3)sc2c1	-4%	-12%	21%	-8%	-6%[0.501 µM]	-5%	-9%	-16%	4
O=C(NCc1ccccc1)c1cc2sccc2n1Cc1ccc(F)cc1	2%	0%	48%[activator]	8%	4%[59 µM]	i	-16%	1%	5
CCCNC(=O)C1CN(S(=O)(=O)c2ccccc2)CCN1S(=O)(=O)c1ccccc1 (centres undefined)	0%	x	9%	-2%	-26%[59 µM]	-6%[11.5 µM]	-2%	6%	-4
CSC1=C(C#N)C(C)C2=C(CC(C)(C)CC2=O)N1 (centres undefined)	3%	-4%	34%	-1%	12%[2.33 µM]	i	-18%	19%	-2
Cc1cc(C)c(NC(=S)N2CCC(N(C)CC3CCCO3)CC2)c(C)c1 (centres undefined)	7%	-23%	35%	-1%	u	i	-13%	-7%	-2
CC1CC(=O)Nc2ccccc2N1C(=O)Cn1cnc2ccccc2c1=O (centres undefined)	9%	-5%	38%[activator]	7%	7%[12.7 µM]	i	1%	0%	-2
O=C(c1cccc(COc2cccc3ccccc23)c1)N1CCCC1	5%	0%	30%	1%	u	4%	-6%	3%	3
COc1ccc(S(=O)(=O)N(C)c2nc3ccccc3n3c(CC(C)C)nnc23)cc1	-11%	8%	48%[activator]	2%	-6%[59 µM]	1%	-17%	0%	4
Cc1cccc2nc(-c3cccc(NC(=O)Cc4ccccc4)c3)cn12	-34%	7%	3%	-3%	11%[59 µM]	i	u	9%	-3
CCC(=O)N1COC[C@@H]1Cc1ccccc1	-6%	-1%	23%	9%	0%	i	-14%	-1%	-4

Two compounds drawn at random from the list so far, as already listed:
SMILES	BAZ2B block	ERG Ets-DNA blk	HP1b chromo inh	Pin1 inh	G9a block	Tb PGK inh	JMJD2A Tudor inh	GLS inhibitor	PI4K2A inh
CSC1=C(C#N)C(C)C2=C(CC(C)(C)CC2=O)N1 (centres undefined)	3%	-4%	34%	-1%	12%[2.33 µM]	i	-18%	19%	-2
CCC(=O)N1COC[C@@H]1Cc1ccccc1	-6%	-1%	23%	9%	0%	i	-14%	-1%	-4

(listing goes on)
SMILES	BAZ2B block	ERG Ets-DNA blk	HP1b chromo inh	Pin1 inh	G9a block	Tb PGK inh	JMJD2A Tudor inh	GLS inhibitor	PI4K2A inh
C=C(C)CNC(=S)NNC(=O)CCn1c2ccc(Cl)cc2c2cc(Cl)ccc21	-19%	9%	22%	u	21%[59 µM]	1%	-13%	8%	0
Cc1cc(NS(=O)(=O)c2ccc3oc(=O)c4ncn(C)c4c3c2)ccc1Br	7%	-2%	3%	3%	10%[59 µM]	2%	4%	2%	4
CCCc1ccc(OC(=O)c2ccc(O)cc2Cl)cc1	-2%	-4%	42%[activator]	1%	42%	-7%	-11%	-1%	2
Cc1ccc2c(Cl)c(C(=O)Nc3cc(C)on3)sc2c1	2%	-13%	9%	0%	u	-8%	-12%	-25%	1
O=C(CSc1nnc2c(n1)[nH]c1ccc(S(=O)(=O)N3CCOCC3)cc12)Nc1ccc(F)c(F)c1	x	1%	36%	5%	7%	-5%	-13%	-1%	7
Cc1cc(C=O)c(C)n1-c1ccc(N2CCOCC2)cc1	-29%	-1%	-29%	1%	u	-11%	32%[11.4 µM]	12%	-4
Cc1ccc(C)c2[nH]c(=O)c(C(c3nnnn3Cc3ccccc3)N3CCc4ccccc4C3)cc12 (centres undefined)	-23%	2%	19%	u	3.2µM*	-2%	-32%	u	-8
COc1ccccc1N1CCN(Cc2cc3c(cc2O)OCO3)CC1	u	12%	-16%	-2%	10µM*	-3%	u	41%[activator]	-7
CCNS(=O)(=O)c1ccc(CCC(=O)NCc2ccc(C)cc2)cc1	-15%	4%	47%[activator]	6%	u	-1%	-11%	6%	-1
Cc1ccc(C(C(=O)Nc2ccc3c(c2)OCO3)N(C)C(=O)/C=C\c2ccc3c(c2)OCO3)cc1 (centres undefined)	u	-5%	-4%	5%	-21%	-6%	u	-19%	10
O=C(Nc1cccc(C(F)(F)F)c1)c1cc2c(=O)c3ccccc3oc2nc1C(F)(F)F	-29%	3%	20%	0%	-5%[59 µM]	0%	-7%	u	-7
Cc1ccc(NC(NC(=O)Cc2ccccc2)C(Cl)(Cl)Cl)cc1 (centres undefined)	-5%	1%	17%	0%	15%[59 µM]	-5%	-19%	9%	3
Cc1cccc2c1-c1sc(C(=O)Nc3ccccc3C(N)=O)cc1CO2	-1%	-2%	14%	5%	6%[59 µM]	14%	-12%	-14%	3
O=S(=O)(Nc1ccc(N2CCOCC2)cc1)c1c(F)cc(F)cc1Br	-30%	3%	u	-3%	40µM*	-4%	-25%[57.1 µM]	-3%	0
CC#CC(=O)N1CCC(C(=O)Nc2ccc(Oc3ccccc3)nc2)CC1	-1%	-1%	30%	-7%	x	-7%	-15%	-1%	0
CN(C(=O)c1ccccn1)c1nnc(-c2cnccn2)s1	79µM*	6%	3%	-1%	45µM*	-4%	-4%	7%	-3
CC(C)(C)c1ccc(/C=N/N2C(=O)CSC2=S)cc1	u	42%[activator]	-5%	16%	u	8%	-34%	23%	-2
Cc1cccc(N(Cc2ccccc2)C(=O)c2ccc(F)c(S(=O)(=O)N3CCOCC3)c2)c1	-10%	8%	19%	-4%	1%	-6%	-23%	5%	-1
Clc1cc(CSc2ccccc2)nc(-c2ccccc2)n1	312%[activator]	9%	-6%	8%	75%[activator][59 µM]	u	1%	-4%	-7
CC1CCN(c2oc(Cc3cccc4ccccc34)nc2C#N)CC1	u	3%	u	1%	8.9µM*	9%	u	11%	3
COCCNC(=S)c1ccc(Br)cc1	-15%	-9%	u	-4%	x	-3%	-31%	-5%	-3
NC(=O)c1ncc(C(F)(F)F)cc1Oc1ccc(F)cc1	-4%	-3%	30%	-2%	16%[59 µM]	3%	-2%	5%	1
CCOC(=O)C1(Cc2ccccc2)CCCN(Cc2ccncc2)C1 (centres undefined)	-17%	-1%	52%[activator]	6%	u	-4%	7%	5%	4
COc1ccc(CNC(=O)Cn2nnc(-c3ccc(S(C)(=O)=O)cc3)n2)cc1	-19%	2%	28%	-1%	-16%[59 µM]	10%	-17%	2%	-3
O=C(c1ccc(Cl)cc1)c1ccc(OCC(=O)N2CCOCC2)cc1	-5%	-3%	4%	1%	-31%	-12%	-23%	-14%	-5
CCOC(=O)c1cnn2c(C(F)(F)F)cc(-c3ccco3)nc12	x	-7%	33%[activator]	4%	-20%[59 µM]	-2%	14%	13%	-4
COc1ccc(Cn2c(C(=O)O)c(CNCCc3ccco3)c3ccc(OC)cc32)cc1	u	-2%	19%	5%	u	-6%	-22%	0%	-11
O=C(NCCN1CCC(Cc2ccccc2)CC1)C1CCCN(S(=O)(=O)c2cnc[nH]2)C1 (centres undefined)	11%	12%	27%	-7%	-23%	-6%	-19%	9%	-4
Cn1cc(C(=O)c2ccc(Cl)cc2Cl)cc1C(=O)O	0%	-5%	40%[activator]	-1%	x	0%	-8%	-5%	2
N#Cc1ccccc1OCC(O)CS(=O)(=O)c1ccccc1 (centres undefined)	3%	-6%	17%	0%	12%[59 µM]	2%	-14%	2%	5
CCOc1ccc(C(C)=O)cc1CSc1nc(C)cc(C)n1	2%	-3%	59%[activator]	2%	x	6%	3%	-3%	-2
O=C(Nc1nccc(-c2cccs2)n1)c1ccccc1Cl	7%	-4%	40%[activator]	4%	u	-8%	-11%	-11%	3
CN(C1=NC(=O)C(CC(=O)O)S1)c1ccc(O)cc1 (centres undefined)	-3%	-5%	36%	-1%	-7%	3%	-5%	6%	-2
O=C1C(Cl)=C(NCC2CCCO2)C(=O)N1C1CCCCC1 (centres undefined)	-3%	-1%	77%	1%	-3%[0.0925 µM]	-5%	0%[57.1 µM]	6%	-11
O=C(NNc1ccccc1)/C(=C\c1cccnc1)NC(=O)c1ccccc1	-13%	2%	58%[activator]	0%	4µM*	-3%	-9%	20%	-4
CC(=O)c1ccc(OCCCC(=O)OCC(=O)Nc2c(C)nn(-c3ccccc3)c2C)cc1	-4%	2%	30%	12%	-12%[12.7 µM]	-5%	-16%	4%	-2
Cc1nc(NC(=O)c2ccco2)sc1-c1csc(Nc2ccc(Cl)cc2Cl)n1	-31%	-7%	0%	u	u	-6%	u	-5%	3
O=C(NCCNc1ccc([N+](=O)[O-])cc1)c1ccc(Cl)cc1	x	17%	5%	-1%	0%	-6%	-20%	0%	1
CCCNc1nc(N2CCCC2)nc(N2CCCC2)n1	0%	-4%	-3%	2%	12%	i	-11%	3%	0
Cn1c(=O)c(=O)n(C)c2cc(S(=O)(=O)N3CCOc4ccccc43)ccc21	-11%	-3%	25%	-2%	26%	-4%	9%	6%	2
